ERG-DNA inh – blocks human ERG Ets domain binding to DNA. P11308. fluorescence polarization, His-ERG Ets domain / labelled DNA. Potency, µM (titrated, usually from 76.9 µM), inactives show at the highest dose FP activity, negative = inhibition, usual class: inhibitors. 0.028% of 370,000 active. AID 624246; active = well fitted inhibition curve with a large enough effect in the polarisation, with a control signal flat; inconclusive = small, poorly fitted or top-dose-only effect, or effect the other way, or a change in a side signal; inactive = no such curve, though single readings can be large or run the other way; the % refers to the polarisation;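 also: polarization taken with two DNA probes labelled with fluorescein and Texas red; % of control where 0% means no effect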
Target sequence (P11308 whole entry, looked up, the tested form may be a part): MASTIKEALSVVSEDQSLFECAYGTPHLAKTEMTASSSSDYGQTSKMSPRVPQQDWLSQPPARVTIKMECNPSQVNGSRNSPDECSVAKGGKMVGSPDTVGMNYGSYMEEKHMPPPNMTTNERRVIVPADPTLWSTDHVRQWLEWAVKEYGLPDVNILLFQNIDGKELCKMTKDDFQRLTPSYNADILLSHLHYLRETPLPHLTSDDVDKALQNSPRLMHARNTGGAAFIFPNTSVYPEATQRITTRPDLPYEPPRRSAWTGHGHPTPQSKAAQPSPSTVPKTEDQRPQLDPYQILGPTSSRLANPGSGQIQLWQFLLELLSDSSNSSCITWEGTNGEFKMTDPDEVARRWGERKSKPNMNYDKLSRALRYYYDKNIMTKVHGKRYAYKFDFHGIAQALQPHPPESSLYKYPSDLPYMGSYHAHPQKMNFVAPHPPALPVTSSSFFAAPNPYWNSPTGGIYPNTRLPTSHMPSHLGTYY
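His-tagged ERG Ets domain (1 uM in the protein solution; 300mM KCl, 50mM Tris-HCl, 1mM EDTA, 1mM DTT, pH 7.5) received compound, then a probe mix of 5 nM fluorescein-DNA and 100nM Texas-615-DNA. Fluorescence polarization was read for both dyes.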
Pin1 inhibitor – human Pin1 inhibition. Q13526. Pin1 FP peptide displacement, HiFluor488, 10 min. Potency, µM (highest dose often 115 µM), without a hit: top-dose activity, negative = inhibition, hits mostly inhibitors. 0.009% of 390,000 active. AID 504891; active = well fitted inhibition curve with a large enough effect in the polarisation, with a control signal flat, not every such curve was filed as active; inconclusive = small, poorly fitted or top-dose-only effect, or effect the other way, or a change in a side signal; inactive = no such curve, though single readings can be large or run the other way; the % refers to the polarisation; also: % is scaled to controls: 0 for no effect and ±100 for the full control effect
RGS4 inh – human RGS4 inhibition; Transcreener GDP fluorescence polarization, RGS4-accelerated GTP hydrolysis; Potency, µM (highest dose often 114 µM), without a hit: top-dose activity change, negative = inhibition, most hits filed as inhibitors; 0.039% of 390,000 active; AID 504845; also: % is scaled to controls: 0 for no effect and ±100 for the full control effect; nearly all actives have a fitted effect of over 75% in size; some results filed as inactive show a strong effect at the top dose
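MLSMR compounds (23 nl, pin-transferred) preincubated 10 min at room temperature with a 500nM (2x) first reagent, then RGS4 at 900nM (2x) plus Transcreener GDP mix added; fluorescence polarization (620/688 nm) read before and after 90 min at 30 °C.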
JMJD2A Tudor inh – blocks the human JMJD2A Tudor domain; O75164; AlphaScreen JMJD2A-Tudor / H3K4me3 peptide binding; Potency, µM (doses to about 114 µM), for the others: at the top dose activity change, negative = inhibition, usual class: inhibitors; 4.4% of 390,000 active; AID 504339; also: % is scaled to controls: 0 for no effect and ±100 for the full control effect; nearly all actives have a fitted effect of over 50% in size
PGK inhibitor – T. brucei PGK inhibition | 0.043% of 380,000 active | Potency, µM (highest dose often 57.5 µM), for the others: top-dose activity change, negative = inhibition, most hits filed as inhibitors | AID 602233 | PGK/GAPDH coupled, Kinase-Glo luminescence, 60 min; also: % is scaled to controls: 0 for no effect and ±100 for the full control effect; nearly all actives have a fitted effect of over 60% in size
Target sequence (P07378 whole entry, looked up): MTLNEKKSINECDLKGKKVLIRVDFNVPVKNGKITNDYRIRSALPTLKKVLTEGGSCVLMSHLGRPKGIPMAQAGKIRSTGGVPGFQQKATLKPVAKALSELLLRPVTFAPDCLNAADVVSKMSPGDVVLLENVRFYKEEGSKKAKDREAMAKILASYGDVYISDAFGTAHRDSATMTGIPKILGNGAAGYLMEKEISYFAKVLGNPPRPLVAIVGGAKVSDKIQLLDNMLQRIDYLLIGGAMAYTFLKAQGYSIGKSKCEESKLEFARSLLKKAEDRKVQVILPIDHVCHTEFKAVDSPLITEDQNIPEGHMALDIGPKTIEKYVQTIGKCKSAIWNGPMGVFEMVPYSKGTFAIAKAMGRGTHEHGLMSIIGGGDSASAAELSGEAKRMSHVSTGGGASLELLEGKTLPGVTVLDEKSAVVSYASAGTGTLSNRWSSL
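Recombinant glycosomal PGK reaction used 1,3-bisphosphoglycerate generated in-well by GAPDH (100nM final) in 100mM TEA pH 7.6, 5mM MgCl2, 0.01% Tween-20. After 60 minutes at room temperature, ATP was read by Kinase-Glo Plus luminescence end-point.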
12-LOX inh – blocks human arachidonate 12S-lipoxygenase. 1.1% of 580,000 active. purified 12hLO, xylenol orange hydroperoxide absorbance. Potency, µM (top dose mostly 108 µM), without a hit: at the top dose activity change, negative = inhibition, most hits filed as inhibitors. P18054; also: % is scaled to controls: 0 for no effect and ±100 for the full control effect
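Purified human 12hLO at 150 nM in 25 mM Hepes, 0.01% Triton X-100, pH 7.0, preincubated 15 min at room temperature with compound. Reaction started with 40 uM arachidonic acid, 30 min at room temperature. Hydroperoxide measured by Fe-xylenol orange, 573/405 nm absorbance ratio.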
rTrxR1 inhibitor – rat TrxR1 inhibition; AID 588453; recombinant rTrxR1, NADPH fluorescence consumption, selenite substrate; 1% of 390,000 active; Potency, µM (doses to about 114 µM), for the others: at the highest dose activity change, negative = inhibition, usual class: inhibitors; also: % is scaled to controls: 0 for no effect and ±100 for the full control effect; nearly all actives have a fitted effect of over 65% in size
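Rat TrxR1 (90 nM in the dispensed reagent) was pre-reduced with 400 uM NADPH for 5 min at room temperature, then incubated with compound for 15 min. After 400 uM selenite was added, NADPH fluorescence (Ex 340/Em 450 nm) was followed for 8 min.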
HP1b chromo inh – inhibitors of HP1-beta chromodomain binding to methylated histone tails | P83916 | AlphaScreen HP1-beta / biotin-H3K9me3 peptide binding | Potency, µM (titrated, usually from 114 µM), inactives show at the top dose activity change, negative = inhibition, usual class: inhibitors | 0.56% of 390,000 active; also: nearly all actives have a fitted effect of over 70% in size; inactives centre near 23
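HP1-beta protein (50 nM final) preincubated 30 min at room temperature with biotinylated H3(1-18)K9me3 peptide (50 nM) in PBS pH 7.4, 0.01% Tween-20, then compound added for 30 min. AlphaScreen streptavidin donor/nickel chelate acceptor beads (10 ug/mL final), 30 min dark, luminescence read.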
GLS inhibitor – glutaminase GLS (human) inhibition; O94925; 0.21% of 410,000 active; GLS enzymatic activity, qHTS titration; Potency, µM (highest dose often 45.5 µM), without a hit: top-dose activity change, negative = inhibition, usual class: inhibitors; also: % is scaled to controls: 0 for no effect and ±100 for the full control effect
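hKGA; 45 mM KH2PO4 pH 8.2 + 0.02% Tween-20; cpd via pin tool; 1 mM Gln soln; GluOx/HRP/Amplex Red; RT 30 min; fluor. t0 & final.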
Active calls of the source: *; i = inactive; ? = inconclusive; . = no result given; & = joins results of further samples; [ ] = another dose, or the depositor's remark. Unless noted, calls follow the shape of the dose curve; as a rule, active = well fitted curve in the direction sought with a large enough effect; inconclusive = small, poorly fitted or top-dose-only effect, or another doubt; inactive = no such curve, though single readings can be large; an effect the other way counts as inactive or inconclusive. Potency is read from the fitted curve at half-maximal effect. The list is partial, so the mix of outcomes need not match the whole.

SMILES | ERG-DNA inh | Pin1 inhibitor | RGS4 inh | JMJD2A Tudor inh | PGK inhibitor | 12-LOX inh | rTrxR1 inhibitor | HP1b chromo inh | GLS inhibitor
O=C(OCC(=O)N1CCC(c2ccccc2)=N1)c1ccc(Cl)s1 | 6% | 6% | 14% | 0% | -5% | -35% | 18% | 36%[activator] | -3%
CCOC(=O)c1[nH]c(C)c(CCC(=O)N2CCN(c3cc(Cl)ccc3C)CC2)c1C | -3% | -15% | 4% | ? | 0% | -21% | 21%[57.1 µM] | -8%[57 µM] | 2%
CCCCCC(=O)Nc1cccc(C2=NOC3(C2)C[C@@H](C(N)=O)N(C(=O)CC(c2ccccc2)c2ccccc2)C3)c1 (stereo partly specified) | 13% | 17% | 1% | -34% | 0% | -27% | 4%[57.1 µM] | 19% | 4%
Cc1cc([N+](=O)[O-])ccc1NC(=O)CCC(=O)N1CCCCC1 | -7% | -8% | -16% | -8% | -12% | . | 7% | 53%[activator] | -2%
C#CCOc1ccccc1/C=N/NC(=O)c1ccccc1OCc1ccccc1 | -3% | 10% | 12% | -4% | -9% | -3% | 20% | 50%[activator] | 0%
Cc1ccc(C)c(Cn2c(=O)n(CCCC(=O)NCc3ccco3)c(=O)c3sccc32)c1 | -2% | 2% | -59%[56.9 µM] | ? | -2% | 21% | -8% | ? | 10%
COc1cccc(CSc2nc3cc(OC)c(OC)cc3c3nc(CCn4nc(C)cc4C)nn23)c1 | -2% | 0% | -10% | -16% | . | -12% | 9% | 49%[activator] | 0%
COc1ccc(/C=C2\SC(=S)N(CCCCCC(=O)Nc3cc(C)on3)C2=O)cc1OC | 4% | ? | 7% | -6% | -3% | -7% | -14% | 11% | 7%
COc1ccc(C2=NN(C(=O)CSc3nc4ccccc4s3)C(c3ccc(F)cc3)C2)cc1 (stereo unspecified) | 2% | 23% | -37% | -13% | -7% | 15% | -9% | 31% | 1%
COc1ccc(C(C)=O)cc1CSc1nnc(-c2ccncc2)o1 | -2% | 5% | -27% | -18% | i | 2% | 16% | 71%[activator] | -5%
CC(=O)N1CCN(C(=O)CCc2cc(C(C)(C)C)c(O)c(C(C)(C)C)c2)CC1 | 9% | -2% | 25% | -15% | -6% | -12% | -13% | 4% | -16%
Cc1ccccc1OC(=O)CSc1nnc(-c2cccs2)o1 | 0% | -3% | -12% | 5% | -3% | -16% | 3% | 44%[activator] | 0%
CCOC(=O)c1c(N)n(-c2ccc(OCC)cc2)c2nc3ccccc3nc12 | 2% | -6% | 8% | -9% | -7% | ? | -11%[57.1 µM] | 29% | 0%
COc1ccccc1NC(=O)COc1ccc(C(=O)OCC(=O)N(C(C)C)C(C)C)cc1OC | -2% | 15% | 3% | -7% | 8% | 1% | 46%[activator] | 27% | -3%
COc1ccc(CCNC(=O)c2cc(C)nc3c2c(C)nn3-c2ccc(C)cc2)cc1OC | 2% | -8% | -17% | 7% | 11% | 5% | 26% | 47%[activator] | -6%
CC(=O)N1c2ccc(S(=O)(=O)N3CCOCC3)cc2CC1C (stereo unspecified) | 12% | 2% | 7% | 4% | i | 1% | 18% | 64%[activator] | -1%
CCCCCCCCCCCCN1C/C(=C\C(=O)OCC)c2cc(C(F)(F)F)ccc2S1(=O)=O | -10% | 13% | 16% | 28% | -6% | 1% | ? | 80%[activator] | 1%
Cc1ccc(Nc2nc(N)c([N+](=O)[O-])c(NCc3ccco3)n2)cc1 | 13% | 5% | -15% | -21% | -3% | -13% | 8%[57.1 µM] | 21% | -12%
O=C(COc1ccc(S(=O)(=O)N2CCCC2)cc1Cl)N1CCN(c2ccccc2)CC1 | . | 12% | -10% | -30% | . | -23% | 18%[57.1 µM] | 6% | 35%[activator]
COC(=O)CNc1c(-c2ccccc2)nc2ccc(Br)cn12 | 9% | 10% | -10% | -35% | i | 6% | -19%&14% | 14% | 44%[activator]
COc1cccc(N2CCN(Cc3nc4ccccc4c(=O)[nH]3)CC2)c1 | -9% | -3% | 8% | -24% | -2% | -1% | -1%[57.1 µM] | 3% | 22%
CC1CCCCC1NC(=O)C1CCC(CNc2c(N3CCCCC3)c(=O)c2=O)CC1 (stereo unspecified) | 10% | -4% | -1% | -10% | i | -14% | -1% | 5% | -14%
COc1ccc(NC(=O)CN2C(=O)CSc3ccc(S(=O)(=O)N4CCC(C)CC4)cc32)cc1 | 13% | 24% | 14% | -10% | 0% | 0% | 24% | 30% | 2%
CC(=O)c1ccc(S(=O)(=O)N2CCN(S(=O)(=O)c3ccccc3C(F)(F)F)CC2)cc1 | 1% | -1% | -11% | -16% | i | 0% | 25% | 23% | -1%
Cc1cc(=O)n2c(C(=O)Nc3ccc(C(=O)OC(C)C)cc3)c(C(=O)Nc3ccccc3)sc2n1 | 33%[activator] | 1% | -29%[56.9 µM] | -18% | -2% | 20% | 50µM* | 62%[activator] | 4%

Next entries:
SMILES | ERG-DNA inh | Pin1 inhibitor | RGS4 inh | JMJD2A Tudor inh | PGK inhibitor | 12-LOX inh | rTrxR1 inhibitor | HP1b chromo inh | GLS inhibitor
COc1ccc(CN(C(=O)c2snc(C(N)=O)c2N)C(C(=O)NC2CCCC2)c2ccco2)cc1 (stereo unspecified) | -2% | 2% | -8% | -18% | -7% | -21% | 13%[57.1 µM] | 5% | -1%
Cc1ccccc1NC(=O)CNc1ccccc1N1CCCCC1 | -5% | 1% | 15%[11.4 µM] | -18%[57.1 µM] | -2% | -11% | 13%[57.1 µM] | -12% | 20%
O=C(COc1ccc([N+](=O)[O-])cc1)N1CCC(c2nc3ccccc3s2)CC1 | -5% | 1% | -4% | -25% | -5% | -27% | 15% | 7% | -5%
O=C(NCc1cccnc1)c1ccccc1NC(=O)c1c(F)cccc1F | 2% | -8% | -9% | 2% | -9% | -5% | -4% | 51%[activator] | -17%
CCCCCCCCCCCC(=O)NC1CCS(=O)(=O)C1 (stereo unspecified) | -6% | -1% | -10% | -11% | -9% | -4% | 7% | 14% | 17%
Cc1ccc(NC(=O)COc2ccccc2C(N)=O)cc1S(=O)(=O)N1CCCCCC1 | 8% | 17% | 9% | -12% | -1% | -1% | 15% | 29% | 1%
COc1ccc2c(c1)oc1c(SCc3nc4ccccc4[nH]3)nc(C)nc12 | . | ? | -5% | -26% | -2% | ? | -6%[57.1 µM] | 11% | -15%
Cc1ccc(NCCc2ccc(C)nc2)cc1 | -6% | -1% | -2% | -34% | i | 343%[activator] | 21% | -8% | -4%
CC[C@@]1(C(=O)OC)N[C@H](CN(C)C(=O)C2CCCCC2)[C@@H]2C(=O)N(C)C(=O)[C@@H]21 | -9% | 1% | -10% | -12% | i | -50% | 7% | 48%[activator] | -5%
Cc1ccc(Cl)c(NC(=O)COC(=O)c2nn(C)c(=O)c3ccccc23)c1Cl | -5% | 0% | 41% | -7% | -1% | 173%[activator] | 20% | 10% | -5%
CCCCN1C(=O)c2ccc(C(=O)NCc3ccco3)cc2C1=O | -12% | -4% | -16% | -16% | -8% | 252%[activator] | 21% | 42%[activator] | -10%
O=C(c1ccccc1Cl)N(C(=O)c1ccccc1Cl)c1nccc(-c2cccs2)n1 | 0% | 6% | -15% | -4% | -8% | -13% | 21% | 52% | -13%
Cc1nc2ccccn2c1C(=O)OCC#N | 3% | -3% | 1% | -4% | i | -16% | 23% | 27% | 4%

Of the compounds above, these contain a furan ring, fused or not:
SMILES | ERG-DNA inh | Pin1 inhibitor | RGS4 inh | JMJD2A Tudor inh | PGK inhibitor | 12-LOX inh | rTrxR1 inhibitor | HP1b chromo inh | GLS inhibitor
Cc1ccc(C)c(Cn2c(=O)n(CCCC(=O)NCc3ccco3)c(=O)c3sccc32)c1 | -2% | 2% | -59%[56.9 µM] | ? | -2% | 21% | -8% | ? | 10%
Cc1ccc(Nc2nc(N)c([N+](=O)[O-])c(NCc3ccco3)n2)cc1 | 13% | 5% | -15% | -21% | -3% | -13% | 8%[57.1 µM] | 21% | -12%
COc1ccc(CN(C(=O)c2snc(C(N)=O)c2N)C(C(=O)NC2CCCC2)c2ccco2)cc1 (stereo unspecified) | -2% | 2% | -8% | -18% | -7% | -21% | 13%[57.1 µM] | 5% | -1%
COc1ccc2c(c1)oc1c(SCc3nc4ccccc4[nH]3)nc(C)nc12 | . | ? | -5% | -26% | -2% | ? | -6%[57.1 µM] | 11% | -15%
CCCCN1C(=O)c2ccc(C(=O)NCc3ccco3)cc2C1=O | -12% | -4% | -16% | -16% | -8% | 252%[activator] | 21% | 42%[activator] | -10%
